High-throughput results from PubChem BioAssay.
MDM2 E3 inh – Mdm2 E3 ligase (human) inhibition | cell-based MDM2 ubiquitination luciferase reporter, 2 h; 0 = plate control, 100 = twice control, blank-subtracted | signal enhancement, % at 5 µM | 210,000 tested, 0.11% active;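 active = signal enhancement of 30% or more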;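 note: luminescence tracks abundance of the self-degrading MDM2-luciferase fusion protein; higher signal means inhibition of MDM2 E3 ligase activity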
Target sequence (Q00987 whole entry, looked up, the tested form may be a part): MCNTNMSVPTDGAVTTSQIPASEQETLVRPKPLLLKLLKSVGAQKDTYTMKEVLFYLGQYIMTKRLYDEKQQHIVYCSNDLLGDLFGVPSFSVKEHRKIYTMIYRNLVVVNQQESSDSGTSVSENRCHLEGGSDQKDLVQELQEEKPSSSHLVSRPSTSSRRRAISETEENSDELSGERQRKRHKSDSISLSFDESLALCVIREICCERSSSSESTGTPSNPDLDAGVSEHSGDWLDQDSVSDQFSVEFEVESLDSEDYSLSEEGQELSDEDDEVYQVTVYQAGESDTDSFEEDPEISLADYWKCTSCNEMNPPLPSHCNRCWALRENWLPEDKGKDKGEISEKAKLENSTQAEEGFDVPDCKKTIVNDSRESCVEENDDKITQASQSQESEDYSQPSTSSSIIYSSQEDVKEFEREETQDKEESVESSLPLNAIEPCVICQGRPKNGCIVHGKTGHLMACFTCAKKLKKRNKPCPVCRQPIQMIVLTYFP
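Test system: stable mammalian line carrying autodegrading MDM2–luciferase fusion reporter; quantity: 2000 cells in each well; times: 4 h cell settling then 2 h compound exposure, 37 °C; detection: luminescence with SteadyLite reagent, 15 min at room temperature; evaluation: percent signal gain over controls, blank-subtracted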
PERK inhibitor – human PERK inhibition, primary cell-based screen; Q9NZJ5; CHO PERK-DD fusion, SEAP luminescence translation reporter; inhibition, % at 5.6 µM; 220,000 tested, 0.17% active; AID 1416;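 active = inhibition above the mean inhibition of all tested compounds plus 3 SD, set separately per screening campaign, cut at about 2.9% in these data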;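 note: PERK kinase domain activated by AP20187 dimerizer at 100 nM; 0% = DMSO with dimerizer and 100% = rapamycin at 8.4 µM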
Ba/F3 V617F tox – lowers viability of Ba/F3 cells expressing EpoR and JAK2V617F. ATP luminescence. inhibition, % at 5.6 µM. 220,000 tested, 1.1% active;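 active = inhibition above the campaign mean plus 3 SD over all tested compounds, cut at about 24% in these data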;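 note: cytokine-independent growth of Ba/F3 cells driven by EpoR plus mutant JAK2; 0% = DMSO-treated cells and 100% = JAK inhibitor I control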
S1P4 agonist – human S1P4 receptor agonism; activation, % at 4.98 µM; S1P4-expressing cell line, agonist reporter assay; O95977; 220,000 tested, 0.35% active; in the data active = activation above about 11%;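 note: 0% = DMSO vehicle and 100% = reference agonist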
NPY2 pot ag – human NPY-Y2 potentiation or agonism, primary screen; AID 1359; cells expressing NPY-Y2, potentiator/agonist read-out; activation, % at 3.6 µM; 220,000 tested, 0.45% active; in the data active = activation above about 27%;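 note: cells stimulated with NPY near EC25 plus isoproterenol at EC100; 0% = vehicle plus submaximal agonist and 100% = vehicle plus saturating agonist; some results beyond the cut were filed as inactive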
eIF4E-4G inh – eIF4E/eIF4G interaction inhibition in translation initiation; P63073+Q04637; TR-FRET eIF4E-eIF4GI(517-606) binding, 2 h; inhibition, % at 21.7 µM; 220,000 tested, 0.37% active; AID 782;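 active = inhibition above about 30%, limit read from the data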;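 note: 0% = full FRET control wells and 100% = background wells lacking eIF4GI fragment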
S1P4 antagonist – blocks the human S1P4 receptor | S1P4-expressing cells, antagonist mode, reporter read-out | inhibition, % at 4.98 µM | 220,000 tested, 0.26% active | AID 1510; in the data active = inhibition above about 29%;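 note: 0% = wells stimulated with agonist and 100% = vehicle wells without agonist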
BaF3 parental – counter-screen for JAK2V617F inhibitors: parental Ba/F3 viability inhibitors; inhibition, % at 5.6 µM; 220,000 tested, 1.1% active; AID 1486; CellTiter-Glo ATP luminescence;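 active = inhibition above a per-campaign cutoff, the mean inhibition of all tested compounds plus 3 SD, cut at about 27% in these data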;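 note: 0% = DMSO wells and 100% = JAK Inhibitor I control wells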
Wee1 stabilizer – inhibitors of human Wee1 degradation; P30291; HeLa Luc-Wee1K328M stability, luciferase luminescence; 100% = proteasome inhibitor MG132 effect; reporter increase, % at 5 µM; 220,000 tested, 1.2% active; AID 1321;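 active = activation above the mean of all tested compounds plus 3 SD, set per screening run, cut at about 8.8% in these data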;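 note: cells exposed to compound for 20 h before luminescence read; 0% = DMSO alone and 100% = MG132 at 30 µM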
Target sequence (P30291 whole entry K328M): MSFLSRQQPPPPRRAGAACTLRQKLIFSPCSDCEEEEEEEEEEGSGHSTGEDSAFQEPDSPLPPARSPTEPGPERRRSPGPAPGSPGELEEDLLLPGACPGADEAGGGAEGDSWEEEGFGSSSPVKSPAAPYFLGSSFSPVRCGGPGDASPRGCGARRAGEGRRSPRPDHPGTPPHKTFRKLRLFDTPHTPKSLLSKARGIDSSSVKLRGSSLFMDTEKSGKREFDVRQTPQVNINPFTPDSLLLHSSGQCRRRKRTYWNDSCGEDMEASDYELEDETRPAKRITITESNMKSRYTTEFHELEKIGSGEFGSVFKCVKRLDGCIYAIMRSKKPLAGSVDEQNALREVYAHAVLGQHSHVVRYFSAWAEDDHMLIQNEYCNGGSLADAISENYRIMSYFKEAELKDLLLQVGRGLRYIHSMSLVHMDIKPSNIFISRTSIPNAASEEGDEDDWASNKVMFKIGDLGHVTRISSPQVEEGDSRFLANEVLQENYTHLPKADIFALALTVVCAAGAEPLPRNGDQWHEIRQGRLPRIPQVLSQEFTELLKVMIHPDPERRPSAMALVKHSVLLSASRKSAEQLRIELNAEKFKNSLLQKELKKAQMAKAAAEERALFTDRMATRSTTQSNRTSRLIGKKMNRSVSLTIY
An asterisk follows results filed as active; · = no result given; [ ] = remark or other dose.

item	compound	MDM2 E3 inh	PERK inhibitor	Ba/F3 V617F tox	S1P4 agonist	NPY2 pot ag	eIF4E-4G inh	S1P4 antagonist	BaF3 parental	Wee1 stabilizer
1	Cc1ccc(-n2nnc3c(=O)n(CC(=O)N4CCC(C)CC4)cnc32)cc1	-13	0.3	0	-0.5	19	0	9	-1	2
2	Cc1csc(NC(=O)CSc2nnc(Cc3cccn3C)n2CCc2ccccc2)n1	-18	-0.6	-6	-4.0	-2	6	-16	-1	-1
3	COc1cccc(-c2csc(N3CCN(C(=S)Nc4ccccc4C)CC3)n2)c1	-14	0.4	4	-0.6	8	-5	-6	3	4
4	Cc1cccc(NCN2C(=O)c3ccccc3C2=O)c1	7	1.0	2	-1.6	9	5	0	5	-2
5	Cc1c(Cl)sn(-c2ccc(Cl)cc2)c1=O	-14	0.2	3	0.7	-2	20	24	-5	-1
6	CC1(c2ccccc2)CC(C)(C)n2c(O)c(C3=NC(=S)NC3=O)c3cccc1c32 (stereo not drawn)	·	0.5	1	1.5	6	11	0	-3	-3
7	O=c1c(Cc2c(F)cccc2Cl)c(O)ccn1CCc1ccccn1	-3	1.2	-4	1.1	14	-4	11	-2	0
8	O=C(c1ccccc1NS(=O)(=O)c1cccs1)N1CCCC1	-19	0.0	-3	-0.6	2	0	7	5	-2
9	O=C1N=C(N2CCN(c3ccccc3)CC2)S/C1=C\c1cn[nH]c1-c1ccccc1	-6	-0.3	-1	0.1	-1	2	-8	5	1
10	CCS(=O)(=O)c1ccc2oc(SCC(=O)NC34CC5CC(CC(C5)C3)C4)nc2c1	-17	-0.9	0	-0.5	2	6	-8	5	0

Copied from the list.
CC1(c2ccccc2)CC(C)(C)n2c(O)c(C3=NC(=S)NC3=O)c3cccc1c32 (stereo not drawn) @ PERK inhibitor = 0.5
Cc1csc(NC(=O)CSc2nnc(Cc3cccn3C)n2CCc2ccccc2)n1 @ BaF3 parental = -1

More results follow:
item	compound	MDM2 E3 inh	PERK inhibitor	Ba/F3 V617F tox	S1P4 agonist	NPY2 pot ag	eIF4E-4G inh	S1P4 antagonist	BaF3 parental	Wee1 stabilizer
11	CCOc1ccc(C(=O)OCC(=O)Nc2ccc(SC(F)F)cc2)cc1OCC	2	1.9	-2	0.3	-3	3[fluorescence artefact?]	-12	2	-2
12	COc1ccc(C(=O)C[n+]2ccccc2C)cc1	-15	0.7	-3	-1.1	8	5[fluorescence artefact?]	-5	5	3
13	CCN1CCN(C(c2cccs2)C(C)NC(=O)CC(C)C)CC1 (stereo not drawn)	-3	0.6	-4	-0.8	19	7	7	0	-1
14	O=C(NCc1nc2ccccc2[nH]1)C1=C[C@@H](c2csc3ccccc23)C[C@@H](OCc2ccc(CO)cc2)O1	·	1.0	1	-0.9	3	-2	-3	-2	0
15	CN(C)C(=O)CSc1nnc(C23CC4CC(CC(C4)C2)C3)o1	-5	2.4	-4	0.7	14	-2	1	1	-1
16	O=C(Nc1nccs1)C1C2CC3OC(=O)C1C3C2 (stereo not drawn)	7	1.7	1	-1.7	-3	4	-13	2	-1
17	COc1ccc(NC(=O)COC(=O)CCCOc2ccc(Cl)cc2Cl)cc1Cl	2	0.2	-2	-0.2	-1	8	-12	4	4
18	COC(=O)c1ccccc1NC(=O)CN1CCC(C(=O)c2ccc3c(c2)OCCO3)CC1	-27	-0.8	3	0.0	-13	-8	-3	8	-1
19	CNC(=O)C(C)c1ncc(C(F)(F)F)cc1Cl (stereo not drawn)	-16	0.2	0	-0.8	-14	-1	-6	5	1
20	COc1cc(OC)c(CNC2CCCCCC2)cc1Br	-24	0.0	-2	-1.3	5	4	-10	2	3

(list continues)
item	compound	MDM2 E3 inh	PERK inhibitor	Ba/F3 V617F tox	S1P4 agonist	NPY2 pot ag	eIF4E-4G inh	S1P4 antagonist	BaF3 parental	Wee1 stabilizer
21	Cc1cccc(CSCCNC(=O)c2ccc(CN3CCOCC3)cc2)c1	-17	-0.4	-4	1.1	13	-4	-22	5	0
22	Cc1cnc(C(=O)OCC(=O)Nc2ccc(C)c(S(=O)(=O)N3CCCCC3)c2)cn1	-13	0.7	-1	-1.4	4	-1	-21	0	-3
23	O=C(NCc1ccccn1)c1ccc2ccccc2n1	-4	0.2	-1	1.1	3	0	2	0	-2
24	Cn1c(=O)n(Cc2ccc(Cl)cc2)c2ccccc21	-5	-0.6	-2	-3.9	-5	-2	-4	4	-3
25	CC(C)Nc1nc(NC(C)C)nc(SCC(N)=O)n1	-1	-0.4	-2	3.4	-1	3	-7	4	-4
26	CC(C)Oc1ccc(/C=N/NC(N)=S)cc1	-8	0.2	6	1.5	0	-2	1	9	7
27	COCc1cc(=O)[nH]c2cc(NC(=O)C(C)(C)CCl)c(C)cc12	11	0.1	-2	-2.6	-10	-5	-4	5	1
28	Cc1cccc2cc(COC(=O)c3cccs3)c(=O)[nH]c12	1	0.3	1	0.0	-2	6[fluorescence artefact?]	-40	1	-2
29	CCN=c1scc(-c2ccccc2)n1/N=C/c1ccccn1	-41	0.3	11	-0.5	-1	6	-6	9	3
30	CCC(c1n[nH]c(=S)n1-c1ccccc1)N(C)C (stereo not drawn)	-17	0.0	5	-1.8	-5	-5	-14	10	-1

Arranged by count of non-hydrogen atoms (low to high): some entries from above
item	compound	MDM2 E3 inh	PERK inhibitor	Ba/F3 V617F tox	S1P4 agonist	NPY2 pot ag	eIF4E-4G inh	S1P4 antagonist	BaF3 parental	Wee1 stabilizer
5	Cc1c(Cl)sn(-c2ccc(Cl)cc2)c1=O	-14	0.2	3	0.7	-2	20	24	-5	-1
26	CC(C)Oc1ccc(/C=N/NC(N)=S)cc1	-8	0.2	6	1.5	0	-2	1	9	7
19	CNC(=O)C(C)c1ncc(C(F)(F)F)cc1Cl (stereo not drawn)	-16	0.2	0	-0.8	-14	-1	-6	5	1
30	CCC(c1n[nH]c(=S)n1-c1ccccc1)N(C)C (stereo not drawn)	-17	0.0	5	-1.8	-5	-5	-14	10	-1
25	CC(C)Nc1nc(NC(C)C)nc(SCC(N)=O)n1	-1	-0.4	-2	3.4	-1	3	-7	4	-4
23	O=C(NCc1ccccn1)c1ccc2ccccc2n1	-4	0.2	-1	1.1	3	0	2	0	-2
28	Cc1cccc2cc(COC(=O)c3cccs3)c(=O)[nH]c12	1	0.3	1	0.0	-2	6[fluorescence artefact?]	-40	1	-2
8	O=C(c1ccccc1NS(=O)(=O)c1cccs1)N1CCCC1	-19	0.0	-3	-0.6	2	0	7	5	-2
27	COCc1cc(=O)[nH]c2cc(NC(=O)C(C)(C)CCl)c(C)cc12	11	0.1	-2	-2.6	-10	-5	-4	5	1
7	O=c1c(Cc2c(F)cccc2Cl)c(O)ccn1CCc1ccccn1	-3	1.2	-4	1.1	14	-4	11	-2	0
21	Cc1cccc(CSCCNC(=O)c2ccc(CN3CCOCC3)cc2)c1	-17	-0.4	-4	1.1	13	-4	-22	5	0
17	COc1ccc(NC(=O)COC(=O)CCCOc2ccc(Cl)cc2Cl)cc1Cl	2	0.2	-2	-0.2	-1	8	-12	4	4
6	CC1(c2ccccc2)CC(C)(C)n2c(O)c(C3=NC(=S)NC3=O)c3cccc1c32 (stereo not drawn)	·	0.5	1	1.5	6	11	0	-3	-3
9	O=C1N=C(N2CCN(c3ccccc3)CC2)S/C1=C\c1cn[nH]c1-c1ccccc1	-6	-0.3	-1	0.1	-1	2	-8	5	1
2	Cc1csc(NC(=O)CSc2nnc(Cc3cccn3C)n2CCc2ccccc2)n1	-18	-0.6	-6	-4.0	-2	6	-16	-1	-1
18	COC(=O)c1ccccc1NC(=O)CN1CCC(C(=O)c2ccc3c(c2)OCCO3)CC1	-27	-0.8	3	0.0	-13	-8	-3	8	-1
14	O=C(NCc1nc2ccccc2[nH]1)C1=C[C@@H](c2csc3ccccc23)C[C@@H](OCc2ccc(CO)cc2)O1	·	1.0	1	-0.9	3	-2	-3	-2	0

The list goes on:
item	compound	MDM2 E3 inh	PERK inhibitor	Ba/F3 V617F tox	S1P4 agonist	NPY2 pot ag	eIF4E-4G inh	S1P4 antagonist	BaF3 parental	Wee1 stabilizer
31	CC(C)c1ccccc1-n1c(SCC(=O)N2CCc3ccccc3C2)nc2ccccc2c1=O	-14	-1.0	-2	1.9	-14	-3[fluorescence artefact?]	-7	1	-1
32	COc1ccc(OCc2nn3c(Cn4cnc5ccccc54)nnc3s2)cc1	-14	-1.0	-1	2.2	10	6	-4	4	0
33	COCCN(CCOC)S(=O)(=O)c1ccc(C(=O)Nc2nc(C)c(C(C)=O)s2)cc1	0	-0.7	-2	1.5	8	0	-12	3	-4
34	COc1ccc(-c2nnc(SCc3ccccc3F)o2)cc1OC	-16	-0.8	-1	0.2	-10	5	-10	2	-1
35	CCOc1ccc(NC(=O)NCCN2C(C)CCCC2C)cc1 (stereo not drawn)	-1	-0.6	4	4.6	-4	3[fluorescence artefact?]	7	7	3
36	COc1ccc(-c2nc(NC(C)=O)sc2-c2ccc(OC)cc2)cc1	-4	0.3	-2	0.1	7	-11	-1	-1	0
37	COc1ccc2cc(CCNC(=O)c3ccc(Br)o3)c(=O)[nH]c2c1	0	-0.4	-3	-1.3	-2	5	2	2	1
38	Cc1ccccc1/C=N/NC(=O)c1sccc1C	-13	0.6	5	0.0	2	-4	1	3	6
39	O=S(=O)(NCCOc1ccccc1Cl)c1ccc2oc3ccccc3c2c1	·	0.5	-2	-0.2	5	·	-17	3	-5
40	COc1ccc(NC(=O)Nc2ccccc2F)cc1	-49	-0.6	4	-2.2	19	0	-9	8	6

Other records
item	compound	MDM2 E3 inh	PERK inhibitor	Ba/F3 V617F tox	S1P4 agonist	NPY2 pot ag	eIF4E-4G inh	S1P4 antagonist	BaF3 parental	Wee1 stabilizer
41	Cc1ccc(S(=O)(=O)N2CCCCC2)cc1NC(=O)CSc1nccn1C	-5	0.1	4	3.1	1	2	-8	5	-1
42	CCc1cc2c(C)cc(=O)oc2cc1Oc1ncccc1[N+](=O)[O-]	-8	-0.1	4	-2.0	-14	2	1	2	1
43	CC1CCN(CCOc2ccccc2-c2ccccc2)CC1	-14	0.5	-1	6.7	-11	2	7	5	1
44	CC(NS(C)(=O)=O)C(c1cccs1)N1CCN(C)CC1 (stereo not drawn)	-10	-0.1	-2	0.6	4	4[fluorescence artefact?]	-9	-3	0
45	Cc1ccc(/C=C2\CCC(C3CCCC3)C2=O)cc1 (stereo not drawn)	-36	1.7	0	0.3	16	-3	-8	5	-1
46	CCN(CC)CCN1C(=O)C(=O)/C(=C(/O)c2ccc(F)cc2)C1c1cccnc1 (stereo not drawn)	-13	1.4	-5	2.8	16	-1	-24	1	2
47	CC(CC(=O)O)C(=O)c1ccc(Cl)c([N+](=O)[O-])c1 (stereo not drawn)	-13	0.0	-3	-0.5	3	-3	16	1	2
48	O=C1c2cccc3cccc(c23)N1CN1CCN(c2ccccn2)CC1	-5	1.2	-3	-0.3	8	4	-20	1	-1
49	Cc1cccc(NC(=O)c2ccc(COc3ccc(Cl)cc3Cl)o2)n1	-19	1.6	0	1.8	-40	-3	-3	4	-3
50	c1ccc(-c2nnc3sc(CN4CCc5ccccc54)cn23)cc1	-8	-0.6	35*	-0.6	-15	4	-5	22	1
51	Cc1cc(NC(=O)c2c(F)cccc2F)n(-c2nc3ccccc3[nH]2)n1	-10	-1.0	-2	2.1	-6	-6	-4	9	6
52	COc1ccc(-c2cc(N3C(=O)Nc4ccccc4N3O)n[nH]2)c(OC)c1	-15	0.1	-2	1.2	8	1	-18	1	-3
53	Cc1ccc(S(=O)(=O)CCC(=O)NCc2ccco2)cc1	-7	2.5	-1	-0.1	5	-1	-17	3	4
